# Screens from PubChem.
# AMA1 RON2 block – inhibitors of Plasmodium falciparum AMA1-RON2 interaction; AlphaScreen AMA1-biotinylated RON2 peptide binding; AID 720542; Potency, µM (highest dose often 58.2 µM), inactives show top-dose activity change, negative = inhibition, most hits filed as inhibitors; 0.2% of 360,000 active;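 also: potency is read from the fitted curve at half-maximal effect; 0% = vehicle wells and -100% = peptide control; nearly all actives have a fitted effect of over 45% in size; some results filed as inactive show a strong effect at the top dose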
#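 AMA1 (3D7) with his tag at 25 nM final met compounds first, then biotinylated RON2 peptide at 25 nM; detection used donor plus acceptor beads, 10 µg/mL apiece, read by AlphaScreen after 30 min at room temperature.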
# LmPK inhibitor – inhibitors of Leishmania mexicana pyruvate kinase; Q27686; purified LmPK, Kinase-Glo ATP luminescence, 1 h; Potency, µM (titrated, usually from 57.5 µM), for inactives: at the highest dose activity change, negative = inhibition, actives largely listed as inhibitors; 0.37% of 290,000 active; AID 1721; also: potency is read from the fitted curve at half-maximal effect
# Target sequence (Q27686 whole entry, looked up): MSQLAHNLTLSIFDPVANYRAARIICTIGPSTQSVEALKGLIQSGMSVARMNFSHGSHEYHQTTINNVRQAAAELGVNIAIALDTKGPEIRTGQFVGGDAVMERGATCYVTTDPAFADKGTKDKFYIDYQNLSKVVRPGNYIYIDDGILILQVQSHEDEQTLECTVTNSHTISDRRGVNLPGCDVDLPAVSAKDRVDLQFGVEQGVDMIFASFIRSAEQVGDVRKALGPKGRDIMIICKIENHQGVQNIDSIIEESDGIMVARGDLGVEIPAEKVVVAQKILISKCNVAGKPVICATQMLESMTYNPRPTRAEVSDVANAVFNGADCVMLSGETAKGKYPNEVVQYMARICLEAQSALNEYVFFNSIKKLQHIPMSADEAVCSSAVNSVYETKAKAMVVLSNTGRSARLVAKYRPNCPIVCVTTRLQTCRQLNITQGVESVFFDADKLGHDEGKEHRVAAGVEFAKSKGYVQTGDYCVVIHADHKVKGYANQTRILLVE
#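 Purified LmPK (0.1 nM) converted ADP (0.1 mM) to ATP with PEP (0.5 mM) in imidazole buffer pH 7.2 with KCl and MgCl2, 1 h at room temperature. ATP was read by Kinase-Glo luminescence; data normalized to uninhibited and no-enzyme controls.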
# AmpC no deterg – inhibitors of E. coli AmpC beta-lactamase without detergent. 0.52% of 330,000 active. AmpC nitrocefin hydrolysis, absorbance 480 nm, 0.0001% Triton. Potency, µM (titrated, usually from 57.1 µM), without a hit: top-dose activity change, negative = inhibition, actives largely listed as inhibitors. AID 485341. P00811;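 also: potency is read from the fitted curve at half-maximal effect; plate controls were no compound for no effect and no enzyme for full effect; nearly all actives have a fitted effect of over 20% in size; some results filed as inactive show a strong effect at the top dose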
# Target sequence (P00811 whole entry, looked up): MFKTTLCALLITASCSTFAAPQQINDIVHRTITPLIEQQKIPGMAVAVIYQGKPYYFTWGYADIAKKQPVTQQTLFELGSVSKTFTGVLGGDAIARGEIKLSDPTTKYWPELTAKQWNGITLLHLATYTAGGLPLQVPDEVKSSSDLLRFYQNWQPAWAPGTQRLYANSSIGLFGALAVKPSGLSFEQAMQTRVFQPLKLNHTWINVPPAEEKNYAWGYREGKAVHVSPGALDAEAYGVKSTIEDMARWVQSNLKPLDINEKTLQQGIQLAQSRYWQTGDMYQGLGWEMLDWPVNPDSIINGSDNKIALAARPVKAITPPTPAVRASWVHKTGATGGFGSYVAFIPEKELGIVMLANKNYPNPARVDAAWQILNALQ
#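 20 mM phosphate pH 7.0 + 0.01% (detergent screen) or 0.0001% Triton X-100; 5.3 nM AmpC reagent; cpd preinc 15 min RT; nitrocefin (800 uM stock) to start; A480 q20 s × 4 min; Activity was normalised to no-enzyme and no-compound control wells.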
# TbPYK inhibitor – inhibitors of Trypanosoma brucei pyruvate kinase | Q57TT1 | TbPYK enzyme, Kinase-Glo Plus ATP luminescence, 45 min | Potency, µM (series often up to 76.8 µM), for inactives: at the highest dose activity, negative = inhibition, usual class: inhibitors | 0.12% of 410,000 active | AID 624173; also: potency is read from the fitted curve at half-maximal effect; nearly all actives have a fitted effect of over 50% in size
#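 In this concentration-response screen, enzyme-free wells defined baseline while DMSO plates tracked drift. Each reaction combined TbPYK, substrate, compound and 130 uM ADP for 45 min at room temperature. Kinase-Glo Plus luminescence gave the signal.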
# HCMV inh – inhibitors of human cytomegalovirus | 4.5% of 410,000 active | activity change, negative = inhibition, % at 57.5 µM | AID 1259415 | HFF cells, HCMV-luciferase reporter, 72 h; hits give low values; in the data active = activity change below about -60%; inconclusive = no clear call, values can overlap the other calls; inactive = above about -39%
#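 Inhibition of viral replication was scored as loss of reporter luminescence in HFFs infected with HCMV-luciferase (MOI 1 PFU/cell) for 72 h; compounds tested at 2 doses, normalized to buffer and Salinomycin controls.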
# AmpC detergent – blocks E. coli AmpC beta-lactamase in detergent assay; P00811; AmpC hydrolysis of nitrocefin, absorbance 480 nm, 0.01% Triton; Potency, µM (top dose mostly 114 µM), without a hit: at the highest dose activity change, negative = inhibition, hits mostly inhibitors; 0.041% of 370,000 active;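 also: potency is read from the fitted curve at half-maximal effect; 0% = no-compound wells and -100% = no-enzyme wells; nearly all actives have a fitted effect of over 25% in size; some results filed as inactive show a strong effect at the top dose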
#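 AmpC (5.3 nM in the dispensed reagent) in 20 mM phosphate pH 7.0 with 0.01% (detergent screen) or 0.0001% Triton X-100 was preincubated with compounds for 15 min at room temperature. Nitrocefin was then added from an 800 uM solution, and hydrolysis was followed at 480 nm.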
# Sm TGR block – inhibitors of Schistosoma mansoni thioredoxin glutathione reductase; Potency, µM (top dose mostly 114 µM), for inactives: at the highest dose activity change, negative = inhibition, usual class: inhibitors; Q962Y6; 3% of 360,000 active; purified TGR, DTNB reduction, TNB absorbance 405 nm; also: potency is read from the fitted curve at half-maximal effect; nearly all actives have a fitted effect of over 60% in size
#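 TGR 20 nM + NADPH 100 uM (dispensed conc.), cpd preinc 15 min RT; start with NADPH (500 uM addition) then DTNB (15 mM addition). Kinetic TNB absorbance, 405 nm filter. Four-parameter Hill fit across titration.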
# * = called active by the depositor; ? = inconclusive; · = not tested or not shown; & = joins results of further samples; [ ] = dose if it differs, or a comment. Unless noted, calls follow the shape of the dose curve; as a rule, active = well fitted curve in the direction sought with a large enough effect; inconclusive = small, poorly fitted or top-dose-only effect, or another doubt; inactive = no such curve, though single readings can be large; an effect the other way counts as inactive or inconclusive. Unless noted, % is scaled to controls: 0 for no effect and ±100 for the full control effect. Compounds were not picked by outcome; overall some 7.4% were active at least once.
# Each structure is followed by: AMA1 RON2 block | LmPK inhibitor | AmpC no deterg | TbPYK inhibitor | HCMV inh | AmpC detergent | Sm TGR block
Cc1ccc(-n2c(-c3ccc(Cl)cc3)c[n+]3c2CCC3)cc1
 : -4% | 1% | -1% | -2% | -91* | 0% | 14%
O=S1(=O)CCC(N=Cc2ccc(-c3ccc(Cl)cc3)o2)C1 (stereo unspecified)
 : -11% | -1% | 44% | 1% | -3 | 4% | ·
COCCn1c(N)c(N(Cc2ccccc2)C(=O)c2oc3ccccc3c2C)c(=O)[nH]c1=O
 : -20% | 7% | 21% | 10% | 1 | -1% | -8%
CS(=O)(=O)N1CCC(C(=O)Nc2c(F)cccc2F)CC1
 : 0% | -3% | -21% | 3% | 49 | 0% | 1%
O=C(COC(=O)c1cc(S(=O)(=O)N2CCOCC2)ccc1F)c1ccc[nH]1
 : 3% | 6% | -20% | -1% | -21 | -12% | 0%
O=C(CCCN1CCC(O)(c2cccc(C(F)(F)F)c2)CC1)c1ccc(F)cc1
 : 4% | · | 24% | -3%&4% | 66 | ? | -14%
CCCNC(=O)c1ccc(COc2ccc(C(C)(C)C)cc2)o1
 : -2% | 4% | 88%[activator] | -2% | 3 | -15% | 6%
Cc1ccc(-n2c(SCC3CCCCO3)nnc2-c2ccco2)cc1 (stereo unspecified)
 : -11% | -2% | 36% | -6% | -11 | ? | ?
CN(C(=O)c1cc2ccccc2oc1=O)C1(C)CCS(=O)(=O)C1 (stereo unspecified)
 : -4% | -2% | -12% | -2% | -31 | -9% | 10%
CCC(=O)C1CCCN(C(=O)c2ccc3nc(-c4cccc(OC)c4)oc3c2)C1 (stereo unspecified)
 : 11% | -7% | 147%[activator] | -1% | -15 | 1% | -25%

# Next part:
# Each structure is followed by: AMA1 RON2 block | LmPK inhibitor | AmpC no deterg | TbPYK inhibitor | HCMV inh | AmpC detergent | Sm TGR block
CCOC(=O)[C@]12CCC=C1N(Cc1ccc3c(c1)OCO3)C(=O)[C@H](CC(=O)N1CCCC1)C2
 : -2% | · | · | -3% | -12 | · | ·
Cc1nc(N2CCCCC2)nc(N2CCCCC2)c1C=O
 : -9% | -8% | -9% | -8% | -33 | 1% | -1%
COc1ccc(OC)c(NC(=S)NN2CCOCC2)c1
 : 11% | -8% | -19% | 3% | -102* | 1% | -4%
COc1ccc(Nc2nc(N)nc(CSC(=S)N3CCN(C)CC3)n2)cc1
 : -15% | 5% | -10% | 4% | 8 | 1% | 30%
O=[N+]([O-])c1cc(Cl)cc(/C=N/Nc2nc3ccccc3s2)c1O
 : 25% | -16% | -27% | -4% | 33 | -7% | -2%
C/C=C/C(=O)N1c2ccc(C)cc2C(C)=CC1(C)C
 : 8% | -3% | -7% | 1% | -12 | 2% | -8%
NC(=O)CSc1nnc(-c2cc(-c3cccs3)nc3ccccc23)o1
 : -19% | 4% | -13% | -4% | -18 | -5% | -11%
CCC1CN(C(=O)N2CCC(C(=O)NCc3cc(OC)ccc3OC)CC2)c2ccccc2O1 (stereo unspecified)
 : · | · | · | -1% | 44 | 19% | 2%
NC(=O)CC[C@@H]1NC(=O)[C@H](CO)NC(=O)c2cc([N+](=O)[O-])cc(I)c2NCCC[C@@H](C(N)=O)NC(=O)[C@H](Cc2ccc(O)cc2)NC1=O
 : -5% | 1% | -5% | 0% | 7 | -12% | -6%
COc1ccc(-c2cc3ccccc3n2CC(O)CNC(CO)(CO)CO)cc1 (stereo unspecified)
 : -3% | 4% | 42% | 10% | 32 | -11% | 5%

# The results go on:
# Each structure is followed by: AMA1 RON2 block | LmPK inhibitor | AmpC no deterg | TbPYK inhibitor | HCMV inh | AmpC detergent | Sm TGR block
Cc1cccc(C)c1NC(=O)CCCCCNS(=O)(=O)c1ccccc1
 : 15% | 0% | -13% | 0% | -23 | -13% | 11%
C=CCn1c(SCC(=O)N(C)C)nc2cc(C(=O)O)ccc2c1=O
 : 6% | 3% | -12% | 1% | 1 | -1% | 14%
CCN(c1ccc(OC)cc1)S(=O)(=O)c1csc(C(=O)N2CCCC2)c1
 : -15% | 0% | 52% | 5% | ? | 0% | -10%
COc1cc(C2N(c3cccc(Cl)c3)C(=O)C3CCCN32)cc(OC)c1OC (stereo unspecified)
 : 12% | 2% | 0% | -1% | 14 | ? | 0%
COc1cc(/C=N/N=C2/NC(=O)C(CC(=O)O)S2)ccc1OCc1cccc(Cl)c1 (stereo unspecified)
 : 59%[activator] | -1% | -36% | -14% | -14 | -5% | ·
CCOC(=O)N1CCN(C(=O)CSc2nnc(-c3cccc(Cl)c3)o2)CC1
 : 13% | 3% | 0% | -2% | 12 | ? | 2%
COc1ccccc1NC(=O)NC1CC(=O)N(c2ccc3c(c2)OCCO3)C1 (stereo unspecified)
 : -8% | · | -17% | -4% | 18 | -14% | -3%
CCc1ccccc1N=C1S/C(=C/c2ccccc2OCC(=O)N2CCOCC2)C(=O)N1C
 : -14% | 5% | 229%[activator] | -10% | -39 | 2% | -4%
COc1ccc(CCCc2nnc(SCC(=O)Nc3ccc(C)cc3C)o2)cc1
 : · | · | · | 3% | -13 | 7% | -4%
COc1cc(Cl)c(C)cc1NC(=O)Cn1ncc2c1-c1cc(C)ccc1OC2
 : · | · | · | -4% | 6 | 1% | 0%

# 4 of these compounds, reformatted:
Cc1cccc(C)c1NC(=O)CCCCCNS(=O)(=O)c1ccccc1
  AMA1 RON2 block = 15%
  LmPK inhibitor = 0%
  AmpC no deterg = -13%
  TbPYK inhibitor = 0%
  HCMV inh = -23
  AmpC detergent = -13%
  Sm TGR block = 11%
C=CCn1c(SCC(=O)N(C)C)nc2cc(C(=O)O)ccc2c1=O
  AMA1 RON2 block = 6%
  LmPK inhibitor = 3%
  AmpC no deterg = -12%
  TbPYK inhibitor = 1%
  HCMV inh = 1
  AmpC detergent = -1%
  Sm TGR block = 14%
CCN(c1ccc(OC)cc1)S(=O)(=O)c1csc(C(=O)N2CCCC2)c1
  AMA1 RON2 block = -15%
  LmPK inhibitor = 0%
  AmpC no deterg = 52%
  TbPYK inhibitor = 5%
  HCMV inh = ?
  AmpC detergent = 0%
  Sm TGR block = -10%
COc1cc(C2N(c3cccc(Cl)c3)C(=O)C3CCCN32)cc(OC)c1OC (stereo unspecified)
  AMA1 RON2 block = 12%
  LmPK inhibitor = 2%
  AmpC no deterg = 0%
  TbPYK inhibitor = -1%
  HCMV inh = 14
  AmpC detergent = ?
  Sm TGR block = 0%

# Other results:
# Each structure is followed by: AMA1 RON2 block | LmPK inhibitor | AmpC no deterg | TbPYK inhibitor | HCMV inh | AmpC detergent | Sm TGR block
Cc1ccc(C)c(N2CCN(c3ncnc4c3nc3n4CCCCC3)CC2)c1
 : · | · | · | -2% | 3 | 11% | 9%
CCOc1ccccc1NC(=O)CSc1nnc2[nH]c(=O)cc(C)n12
 : · | · | · | -2% | 11 | -1% | 4%
CC(C)C[C@H](NC(=O)c1nc[nH]c1C(=O)NCC(=O)OC(C)(C)C)C(=O)OC(C)(C)C
 : 104%[activator] | 4% | 127%[activator] | 1% | -6 | -3% | -26%
O=c1c(Cc2ccc(Cl)cc2)c(O)ccn1Cc1cccc(Cl)c1
 : -5% | 6% | -34% | 2% | 9 | -1% | -2%
O=C(NCCc1ccc(C(F)(F)F)cc1)C1CC(=O)N(c2ccc3c(c2)OCCO3)C1 (stereo unspecified)
 : -1% | · | 16% | -3% | -28 | -3% | -10%
O=C(NC(=S)Nc1ccc(NC(=O)c2cccs2)cc1)c1ccco1
 : 15% | 3% | -19% | -22% | -33 | -8% | -19%
Cc1ccc(S(=O)(=O)N(C)CCCC(=O)NC(C)(C)CO)cc1
 : 4% | -1% | -20% | -21% | -17 | 5% | 22%
CCc1c(O)nc(SCC(=O)Nc2cc(C)on2)n(-c2ccccc2)c1=O
 : 10% | -7% | -15% | -1% | 47 | 2% | 0%
O=S(=O)(Nc1cccc(C(F)(F)F)c1)c1ccc(NS(=O)(=O)c2ccc3c(c2)OCCO3)cc1
 : · | · | · | 3% | 10 | -4% | -1%
Brc1c(C[n+]2ccccc2)nc2ccccn12
 : 6% | 11% | -21% | -3% | -7 | 0% | 5%

# The closing two compounds of the section before lead into the next.
# Each structure is followed by: AMA1 RON2 block | LmPK inhibitor | AmpC no deterg | TbPYK inhibitor | HCMV inh | AmpC detergent | Sm TGR block
O=S(=O)(Nc1cccc(C(F)(F)F)c1)c1ccc(NS(=O)(=O)c2ccc3c(c2)OCCO3)cc1
 : · | · | · | 3% | 10 | -4% | -1%
Brc1c(C[n+]2ccccc2)nc2ccccn12
 : 6% | 11% | -21% | -3% | -7 | 0% | 5%
CCCCN(C)CCCNC(=O)Cn1ncc2c3ccccc3n(Cc3ccccc3)c2c1=O
 : · | · | · | 1% | -3 | 2% | -15%
C=CCOC(=O)C1=C[C@@H](c2ccccc2)[C@H](CCCO)[C@@H](OCC)O1
 : 0% | 9% | 93%[activator] | -4% | 0 | 7% | 1%
CCOC(=O)c1c(NC(=O)CSc2nc3ccccc3s2)sc(C)c1C
 : 25% | 2% | -14% | 3% | 29 | -12% | -29%
COc1ccc(C(=O)NC2CC(C)(C)NC(C)(C)C2)cc1OC
 : -6% | 3% | -5% | 0% | 8 | -10% | 4%
Cc1ccccc1NC(=O)CSc1nnc(-c2cccs2)o1
 : · | · | · | 2% | 97 | -5% | -3%
O=C(Cn1c(=O)[nH]n(-c2ccccc2)c1=O)N1CCCc2ccccc21
 : -4% | -6% | -6% | -6% | 27 | -1% | -12%
O=C(COC(=O)CCC(=O)c1ccc(F)cc1)Nc1ccc(F)cc1F
 : 22% | 2.2µM* | 11% | 0% | -26 | 3% | -23%
Cc1cc(-c2onc3ccc(Cl)cc23)ccc1O
 : -5% | -8% | ? | -7% | 97 | -10% | 40µM*
C=CCOCCN(C)C1=NS(=O)(=O)c2ccccc21
 : -4% | -2% | -12% | 3% | 5 | -1% | -6%
O=C(COC(=O)c1ccccc1O)Nc1ccc(OC(F)F)cc1
 : -9% | -9% | -32% | 8% | 17 | 0% | ?
O=C(NC(c1ccccc1)c1ccccc1)C1(c2cccs2)CCOCC1
 : 13% | 6% | -19% | 11% | · | -12% | -4%
